Source: PubChem BioAssay (several laboratories)
Fh CTSL1 inh: blocks F. hepatica cathepsin L1 in PFM18AAP counter-screen; recombinant F. hepatica cathepsin L1, Z-Leu-Arg-MCA fluorescence; inhibition, % at 5.96 µM; 300,000 tested, 0.49% active; AID 1906;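 active = inhibition above the mean of all tested compounds plus 3 SD, set per screening campaign, cut at about 17% in these data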;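 note: 0% = plate median of test compound wells and 100% = 1 µM Z-Phe-Ala-diazomethylketone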
core dimer inh: blocks dimerization of HCV core protein. TR-FRET GST/Flag-core106 dimerization, 1536-well. inhibition, % at 5 µM. 300,000 tested, 0.33% active;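 active = inhibition above the mean of all tested compounds plus 3 SD, set per screening campaign, cut at about 45% in these data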
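System: GST/Flag-tagged HCV core106 proteins. Incubation: compound-protein-antibody incubation 4 h at 22.5 °C. Technique: HTRF with 340 nm excitation, 617/671 nm emission. Medium: KF-containing HEPES buffer, pH 7.45, DTT, CHAPS, BSA. Read-out: inhibition (%) from 671 over 617 nm ratio. Also added: Eu(K)-anti-GST 90 ng/mL plus XL665-anti-Flag 1 µg/mL.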
proCasp7 act: counter-screen: procaspase-7 (human) activation; 330,000 tested, 0.093% active; P55210; activation, % at 8.5 µM; recombinant procaspase-7, Ac-DEVD-pNA absorbance 405 nm; D23A/D198A/D206A triple mutant, cannot self-cleave; scale: DMSO 0, 5 µM enzyme 100;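 active = percent activation above the screen-wide mean plus 3 SD, cut at about 25% in these data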
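Assay system: Uncleavable procaspase-7 mutant enzyme | Input: 2 µM procaspase-7 mutant as dispensed | Timing: 1 h compound preincubation, 2 h substrate cleavage, 25 °C | Repeats: One well per compound | Control set: DMSO wells as 0%, DMSO with 5 µM added PC-7 as 100% | Technique: Epi-absorbance of released pNA at 405 nm, two timepoints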
JMJD2C inh: blocks human GASC-1 demethylase activity. GST-JMJD2C(1-420) H3K9me3 demethylation, DELFIA europium. Q9H3R0. inhibition, % at 2.35 µM. AID 2099. 330,000 tested, 0.069% active;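 active = more than half of a compound's replicate wells show inhibition beyond 50%, single wells judged on their own value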;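 note: signal counts dimethyl H3K9 product captured on neutravidin plate; 0% = median of DMSO wells and 100% = 0.3 times that DMSO median; strong numbers were not always called active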
Target sequence (Q9H3R0 1-420 limits assumed): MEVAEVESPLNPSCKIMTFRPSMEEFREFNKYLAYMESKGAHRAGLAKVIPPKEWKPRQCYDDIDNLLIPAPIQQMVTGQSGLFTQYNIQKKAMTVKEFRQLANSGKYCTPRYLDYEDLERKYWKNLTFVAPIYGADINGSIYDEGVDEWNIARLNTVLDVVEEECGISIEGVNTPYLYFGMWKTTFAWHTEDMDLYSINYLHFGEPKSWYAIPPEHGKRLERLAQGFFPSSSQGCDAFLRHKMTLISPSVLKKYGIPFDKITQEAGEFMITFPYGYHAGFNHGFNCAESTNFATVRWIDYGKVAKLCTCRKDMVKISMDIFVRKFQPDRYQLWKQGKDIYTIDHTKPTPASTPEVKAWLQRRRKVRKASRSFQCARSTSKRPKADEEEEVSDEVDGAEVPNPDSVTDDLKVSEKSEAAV
PP1 counter: blocks human PP1-alpha phosphatase, a PP5 counter-screen. P62136. purified PP1alpha, OMFP fluorescence. inhibition, % at 6.7 µM. 320,000 tested, 0.9% active;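 active = inhibition above the mean inhibition of all tested compounds plus 3 SD, computed separately for each screening campaign, cut at about 15% in these data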
Target sequence (P62136 whole entry, looked up): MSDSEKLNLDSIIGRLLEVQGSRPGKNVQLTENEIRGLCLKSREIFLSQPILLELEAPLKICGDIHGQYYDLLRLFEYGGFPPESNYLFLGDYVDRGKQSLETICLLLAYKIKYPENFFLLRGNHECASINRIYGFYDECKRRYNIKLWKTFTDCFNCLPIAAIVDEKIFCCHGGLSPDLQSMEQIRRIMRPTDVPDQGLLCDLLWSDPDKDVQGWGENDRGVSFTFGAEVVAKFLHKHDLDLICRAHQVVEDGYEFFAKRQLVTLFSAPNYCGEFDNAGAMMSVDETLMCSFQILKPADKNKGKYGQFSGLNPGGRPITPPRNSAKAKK
TPT1 inh: inhibitors of Candida albicans tRNA 2'-phosphotransferase TPT1; inhibition, % at 5 µM; 300,000 tested, 0.81% active; recombinant caTPT1, FP RNA substrate dephosphorylation;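 active = inhibition above the mean of all tested compounds plus 3 SD, set per screening campaign, cut at about 24% in these data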;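 note: plate controls were DMSO alone for no effect and ferristatin control at 100 nM for full effect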
proCasp3 act: activates human procaspase-3. recombinant procaspase-3 D3A, Ac-DEVD-pNA absorbance 405 nm. activation, % at 8.5 µM. 330,000 tested, 0.11% active;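 active = activation above the mean of all tested compounds plus 3 SD, cut at about 21% in these data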;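 note: 0% = DMSO alone and 100% = DMSO wells spiked with extra 5 µM PC-3 D3A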
Target sequence (P42574 whole entry D9A/D28A/D175A): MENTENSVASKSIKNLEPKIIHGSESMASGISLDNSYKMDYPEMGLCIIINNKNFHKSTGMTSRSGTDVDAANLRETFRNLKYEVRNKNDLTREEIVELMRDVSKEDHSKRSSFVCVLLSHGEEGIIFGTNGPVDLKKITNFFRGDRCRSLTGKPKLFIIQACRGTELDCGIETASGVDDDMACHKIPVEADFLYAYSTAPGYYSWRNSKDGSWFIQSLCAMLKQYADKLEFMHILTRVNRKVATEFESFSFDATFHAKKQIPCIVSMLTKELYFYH
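assay system = Procaspase-3 D3A mutant | signal = absorbance at 405 nm, 0 and 120 min | times = 1 h preincubation plus 2 h reaction at 25 °C | repeats = single replicate | read-out = % activation between DMSO and enzyme-spiked controls | medium = Zinc-free HEPES saline buffer with Triton X-100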
Efflux pump inh: blocks antifungal efflux pumps in multiplex yeast assay; S. cerevisiae Candida pump triplex, Nile Red efflux; inhibition, % at 10 µM; 330,000 tested, 0.44% active;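 active = plate passing quality check with inhibition over a set limit, or well fluorescence over plate mean plus 4 SD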;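 note: Nile Red retained in pooled yeast measured as flow cytometry median fluorescence; 0% = buffer negative control and 100% = Enniatin B positive control; higher means more Nile Red kept so more efflux inhibition; some compounds called inactive have numbers as strong as hits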
PP5 primary: PP5 (human) phosphatase inhibition; P53041; purified PP5c, OMFP substrate fluorescence; inhibition, % at 6.7 µM; 320,000 tested, 0.18% active; AID 1987;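 active = inhibition above the campaign's mean inhibition across all tested compounds plus 3 SD, cut at about 9.5% in these data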;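 note: 0% = DMSO only and 100% = 100 µM cantharidin control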
Active calls of the source: *; . = not tested or not shown; & = joins results of further samples.

Each structure is followed by: Fh CTSL1 inh, core dimer inh, proCasp7 act, JMJD2C inh, PP1 counter, TPT1 inh, proCasp3 act, Efflux pump inh, PP5 primary
[1] Cc1cccc(OCCNc2ccc([N+](=O)[O-])cn2)c1
 : 3, 0, 2, -6, 0, 0, 3, 0.0, -0.4
[2] O=C(NCc1ccc2c(c1)OCO2)c1ccc(-n2cnnn2)cc1
 : -5, -4, 8, 6, -1, -1, 3, 0.0, 2.3
[3] Cc1ccc(C(C)NC(=O)c2cccs2)cc1 (configuration not stated)
 : -4, 1, -8, 26, 1, -1, -8, 0.0, 2.8
[4] O=C(NC1CCSC1=O)C1CCCCC1 (configuration not stated)
 : -2, 4, 3, 2, -8, -2, 1, -0.1, -2.5
[5] CC(C)CC(=O)Nc1nnc(S(=O)(=O)N2CCCCCC2)s1
 : -6, 4, 3, -3, -2, -2, -12, 0.1, 0.0
[6] CCOc1ccc(N2CSC3=C(C#N)C(c4ccco4)CC(=O)N3C2)cc1 (configuration not stated)
 : 2, 78*, -45, -15, 31*, 10, -25, 0.3, 4.3
[7] CCN(CC)CCn1c(=S)[nH]c2ncccc2c1=O
 : 6, 6, -6, 0, 0, 3, -7, 0.2, -3.0
[8] CCOC(=O)N1CCC(N(CCN(C)C)C(=S)Nc2cccc(Cl)c2)CC1
 : -2, 5, -10, -13, -3, 3, -5, 0.0, -0.7
[9] Cc1ccc(C(=O)Nc2cc(Cl)ccc2Oc2ccccc2)cc1[N+](=O)[O-]
 : 5, 2, 6, -4, 2, -3, 12, 0.0, 1.1
[10] COc1ccc(Cn2c(=N)c(C(=O)NCC3CCCO3)cc3c(=O)n4ccccc4nc32)cc1 (configuration not stated)
 : -1, 4, -6, -6, -1, 2, -6, 0.1, 1.4

Copied from the list.
no. 9 @ TPT1 inh = -3
no. 2 @ proCasp3 act = 3

The list continues.
Each structure is followed by: Fh CTSL1 inh, core dimer inh, proCasp7 act, JMJD2C inh, PP1 counter, TPT1 inh, proCasp3 act, Efflux pump inh, PP5 primary
[11] CSc1ccc(/C=N/NC(=O)c2cccc(Cl)c2)cc1
 : 3, -3, 7, -11, -1, 4, 8, -0.1, 0.1
[12] O=C(NCc1cccnc1)/C(=C/c1ccc(-c2cccc(Cl)c2)o1)S(=O)(=O)c1ccccc1
 : 2, 3, 12, -30, 1, -2, -9, 0.0, -0.8
[13] COc1ccccc1CNC(=O)CCc1c(C)nc2cc(-c3ccccc3OC)nn2c1C
 : -3, 0, 8, -8, -2, 1, 7, 0.1, -2.3
[14] COc1ccc(CNC(=O)CN(Cc2ccccc2)C(=O)CCC(=O)Nc2ccccn2)cc1
 : -1, 4, 5, 1, 2, -5, 5, 0.1, -0.5
[15] CC(C1CC1)N(Cc1ccccc1)C(=S)Nc1ccccc1Cl (configuration not stated)
 : -1, 4, 0, 2, -2, 0, 5, -0.2, 3.4
[16] COc1ccc(CC(=O)Nc2ccc(-c3noc(-c4ccc(Cl)cc4)n3)cc2)cc1
 : -2, 5, 2, -2, 0, -2, 12, 0.0, 2.0
[17] COc1ccc2cc(Br)ccc2c1CC(=O)N1CCCC1
 : 5, 12, -2, 2, -2, -4, 0, 0.1, 0.3
[18] O=C(CN1C(=O)C2C3CCC(C3)C2C1=O)OCC(=O)c1ccc(Br)cc1 (configuration not stated)
 : -4, -1, -3, -6, -1, 4, -2, -0.3, -2.2
[19] CCC(OC(=O)CNS(=O)(=O)c1ccccc1)C(=O)c1ccccc1 (configuration not stated)
 : -46, 4, 2, 25, -7, -5, 4, -0.1, 3.8
[20] COc1cccc(-c2cccc(NC(=O)C3CCN(C4CCOCC4)CC3)c2)c1
 : -5, -2, 2, 46, -4, 2, 9, 0.2, 2.1
[21] COc1ccccc1C(=O)N/N=C(\C)c1ccc(NC(=O)Cc2ccccc2)cc1
 : 3, 1, -13, 1, 1, -2, -2, 0.0, 1.0
[22] O=C(Nc1ccc(N2CCN(C(=O)c3ccccc3)CC2)cc1)c1cc([N+](=O)[O-])ccc1N1CCOCC1
 : 3, -8, -3, -4, -4, -2, 0, -0.1, 3.5
[23] COc1ccc(NC(=O)CSc2nnc(-c3ccccc3)n2Cc2ccco2)c(OC)c1
 : 1, 14, 13, -3, -2, -1, 4, 0.1, 2.6
[24] Cc1nc(-c2ccccc2)sc1C(=O)NN
 : -1, -4, 9, 14, 0, 3, 3, 0.0, -3.3
[25] COc1cccc(OC)c1OCCCCN1CCC(Cc2ccccc2)CC1
 : 2, -4, 10, 9, -2, -3, 0, -0.1, -3.0
[26] CC1CCCCC1NC(=O)COC(=O)CN1C(=O)c2ccccc2C1=O (configuration not stated)
 : ., ., 8, 1, -2, ., 7, -0.1, 2.0
[27] CC(C)c1nc(SCC(=O)N2CCc3ccccc32)n[nH]1
 : 0, 4, -4, 20, -2, -1, -1, 0.3, 0.2
[28] CCNS(=O)(=O)c1ccc(NC(=O)c2cncc(Br)c2)cc1
 : -2, -1, 4, -3, 0, -1, 0, 0.2, 0.6
[29] Cc1ccc(OCC(=O)NCCS(=O)(=O)N2CCN(c3ccccc3)CC2)cc1
 : 3, -2, -1, 12, -1, -4, -5, 0.1, 0.6
[30] O=C(c1ccc(Cl)cc1)C1CCN(C(=O)C2CC2)CC1
 : -2, 2, 3, 4, -2, 0, 5, 0.1, 1.1
[31] COc1ccc(C2/C(=C(\O)c3cccc(OC)c3)C(=O)C(=O)N2c2ccccn2)cc1 (configuration not stated)
 : -2, -3, -12, -6, 0, 1, -7, 0.2, 3.8
[32] NS(=O)(=O)c1ccc(S(=O)(=O)N(Cc2ccccc2F)CC2CCCO2)cc1 (configuration not stated)
 : 3, 4, -2, 4, -3, -1, 3, -0.1, 0.7
[33] COc1ccc(/C=N/NC(=O)C2c3ccccc3Oc3ccccc32)c(OC)c1
 : -5, 2, -7, -17, -12, 0, 5, 0.2, 3.4
[34] COC(=O)c1cc(COc2ccc3oc(C)c(C(=O)OC)c3c2)c(C)o1
 : 1, 0, 2, 10, 0, 2, 2, 0.0, 1.4
[35] Cc1ccc(S(=O)(=O)NC2CC(=O)N(c3ccc4c(c3)OCCO4)C2)cc1 (configuration not stated)
 : 1, -1, 11, -9, -2, -1, 4, -0.1, -0.4
[36] CCn1c(SCC(=O)Nc2ccc(Cl)cc2)nnc1C1CC1
 : 0, -1, 2, 4, 0, -2, 1, -0.2, -1.1
[37] COc1cccc(/C=N/Nc2nnc(C)n2N)c1OCc1ccccc1Cl
 : -2, -6, -10, 6, 2, 1, 6, -0.1, 2.9
[38] CCc1ccc(CN2CCC(C(=O)Nc3ccc(-n4nc(C)cc4C)cc3)CC2)o1
 : -2, -1, -9, -14, 0, -3, 4, 0.1, 0.8
[39] Cc1ccc(-n2c(C)cc(/C=N/NC(=O)c3ccncc3)c2C)cc1
 : 10, 2, 6, -8, 0, 1, -5, 0.0, 0.8
[40] C=CCOc1ccc(/C=C/C(=O)OCC(=O)Nc2c(C)n(C)n(-c3ccccc3)c2=O)cc1
 : -5, -4, 6, 5, -4, 1, -2, 0.1, 0.3
[41] Cc1ccc(S(=O)(=O)N2CCOCC2)cc1C(=O)N1CCCCCC1
 : -1, -1, 6, -1, 4, 0, -9, 0.1, 3.0
[42] O=c1[nH]c2ccccc2n1C1CCCCC1
 : 0, -1, 5, 8, -1, 3, -1, 0.1, 1.3
[43] c1ccc(SCc2nc3ccccc3s2)nc1
 : 0, -2, -11, 5, 3, 0, -11, -0.1, 2.4
[44] CC(=O)c1cnc2nc(C(F)(F)F)nn2c1C
 : 0, -2, -19, 12, -10, -2, 3, 0.1, -1.1
[45] CC(=O)Nc1ccc(S(=O)(=O)N(C)C2CCN(C)CC2)cc1
 : -4, -3, 5, -1, 2, 3, 4, 0.1, -0.7
[46] CCn1c(C(=O)O)c(CC(=O)Nc2ccc(Br)cc2C)c2ccccc21
 : 3, -1, 10, 2, 5, -3, -8, 0.2, 1.0
[47] O=C(c1ccc2ccccc2c1)N1CCN(c2ccccn2)CC1
 : -2, -5, 2, -3, 2, -2, 9, -0.1, 0.1
[48] NC(=NCCCCCCN=C(N)/N=C(\N)Nc1ccc(Cl)cc1)/N=C(\N)Nc1ccc(Cl)cc1
 : -1&5&7, -16&-39&-18, 4&-1&-7, -26&-45&-16, 20*, -3&-5&-4, -4&-8&-12, 0.4&0.9&-0.1, 4.8&9.1&3.4
[49] O=C1C(NS(=O)(=O)c2cccs2)=C(N2CCN(c3cccc(Cl)c3)CC2)C(=O)c2ccccc21
 : -1, 37, -4, -13, 7, -17, -7, 0.0, 8.7
[50] Cc1cccc(N2CCN(c3nc4ccc(Cl)cc4n4cnnc34)CC2)c1C
 : -5, 0, -3, -9, 1, -2, 15, 0.1, 0.2
[51] CC1CC(=O)C2=C(C1)Nc1nc3ccccc3n1C2c1cccnc1 (configuration not stated)
 : 0, 7, 1, -5, -3, 1, -2, -0.1, -2.4
[52] C=CCCC(=O)Nc1nc(C)c(-c2csc(Nc3cc(OC)ccc3OC)n2)s1
 : 3, -9, -8, 0, 0, 0, 1, -0.1, 2.0
[53] COc1ccc2cc(CCNC(=O)c3cc4ccccc4o3)c(=O)[nH]c2c1
 : 0, 5, -2, 0, 2, 0, 6, 0.1, 3.1
[54] CSc1ccc(CCNC(=O)C2CCCN(c3nn4c(=O)cc(C)nc4s3)C2)cc1 (configuration not stated)
 : -4, -5, 2, 0, 1, -1, 2, -0.1, 0.5
[55] CCOC(=O)c1cc(-c2ccccc2)n(CC(=O)Nc2ccc(OC)c(OC)c2)c1C
 : 0, -2, 3, -3, 1, -4, 10, -0.5, 1.1
[56] CC(C)c1nc2oc3c(NCc4ccccn4)ncnc3c2c2c1COC(C)(C)C2
 : -2, 3, -1, 2, 4, 2, 0, 0.0, -2.9
[57] CN1CC(c2ccccc2)C(c2ccc(Cl)cc2)=N1 (configuration not stated)
 : 2, -1, -8, -6, -4, 3, -1, 0.9, 1.1
